Source: PubChem BioAssay (National Center for Advancing Translational Sciences (NCATS))
IL-2 act = activators of IL-2; IL-2 activation reporter assay, cell-based qHTS; stimulated with anti-CD3/CD4/CD28 beads; in transgenic mouse T cells; AID 652025; 360,000 compounds, 0.065% hits; activation, % (series mostly up to about 46 µM); in the data active = activation above about 50%; inconclusive = mostly about 30% to 49%; note: 0% is about no effect
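Screening format: compound pinned onto unstimulated transgenic mouse T cells, 60 min incubation, then anti-CD3/anti-CD4/anti-CD28 bead stimulation for 18 hours at 37 degrees C, followed by EGFP and DsRed detection.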
EPAC2 ag = agonists of human EPAC2 (RAPGEF4). EPAC2 activation, biochemical qHTS; response scale: 100% = 6.5 mM cAMP response. 360,000 compounds, 0.079% hits. Potency, µM (titrated, usually from 154 µM), without a hit: top-dose activation, actives largely listed as activators; note: potency is the fitted concentration of half-maximal effect; nearly all actives have a fitted effect of over 50% in size
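Nucleotide exchange monitored as fluorescence drop when BODIPY-GDP leaves Rap1B. Reaction: 100 nM EPAC2, 250 nM RAP1B-BODIPY-GDP, 50 uM GDP, room temperature, kinetic read over 30 min. Activity expressed relative to 6.5 mM cAMP.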
EPAC1 ag = agonists of human EPAC1. O95398. AID 720707. EPAC1 agonist qHTS, biochemical assay; response scale: 100% = response to 6.5 mM cAMP. Potency, µM (top dose mostly 154 µM), for inactives: at the top dose activation, actives largely listed as activators. 360,000 compounds, 0.073% hits; note: potency is the fitted concentration of half-maximal effect; nearly all actives have a fitted effect of over 60% in size
Target sequence (O95398 whole entry, looked up): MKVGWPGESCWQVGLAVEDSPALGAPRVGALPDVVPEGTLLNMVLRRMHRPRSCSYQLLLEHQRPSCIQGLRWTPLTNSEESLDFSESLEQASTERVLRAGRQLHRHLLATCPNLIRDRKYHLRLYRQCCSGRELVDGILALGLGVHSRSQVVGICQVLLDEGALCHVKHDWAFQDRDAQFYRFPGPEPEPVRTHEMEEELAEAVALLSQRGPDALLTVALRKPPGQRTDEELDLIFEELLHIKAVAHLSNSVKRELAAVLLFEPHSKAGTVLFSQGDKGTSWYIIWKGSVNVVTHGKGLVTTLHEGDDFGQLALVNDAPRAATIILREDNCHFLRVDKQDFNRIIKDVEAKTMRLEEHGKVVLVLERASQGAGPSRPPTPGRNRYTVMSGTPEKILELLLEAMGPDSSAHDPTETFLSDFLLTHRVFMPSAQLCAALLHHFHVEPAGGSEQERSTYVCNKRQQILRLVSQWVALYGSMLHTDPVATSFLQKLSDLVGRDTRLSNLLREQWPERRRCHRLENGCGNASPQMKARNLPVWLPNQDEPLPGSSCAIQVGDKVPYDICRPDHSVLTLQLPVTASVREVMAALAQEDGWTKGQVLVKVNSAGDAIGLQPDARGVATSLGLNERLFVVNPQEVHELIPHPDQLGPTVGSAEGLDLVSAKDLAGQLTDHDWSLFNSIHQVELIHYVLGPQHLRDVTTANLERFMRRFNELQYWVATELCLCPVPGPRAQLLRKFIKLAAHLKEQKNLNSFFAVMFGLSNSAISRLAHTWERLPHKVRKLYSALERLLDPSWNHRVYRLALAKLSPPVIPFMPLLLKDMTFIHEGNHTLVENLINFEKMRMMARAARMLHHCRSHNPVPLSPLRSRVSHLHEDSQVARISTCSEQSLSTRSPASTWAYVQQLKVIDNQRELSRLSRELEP
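EPAC1 100 nM, Rap1B–BODIPY-GDP 250 nM, unlabeled GDP 50 uM; compound titration; 5 min RT; kinetic read ex480/em540 at 5-min intervals ×30 min; data normalized to 6.5 mM cAMP agonist control.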
PLK1 PBD inh = inhibitors of human PLK1 polo-box domain binding. Plk1 PBD binding of FITC phosphopeptide, fluorescence polarization. Potency, µM, for inactives: max response, negative = inhibition, most hits filed as inhibitors. AID 720504. P53350. 360,000 compounds, 2.8% hits; note: potency is the fitted concentration of half-maximal effect; series mostly up to about 57 µM; % is set by controls: 0 for no effect and ±100 for the full control effect; nearly all actives have a fitted effect of over 65% in size
PI5P4Ka inh = inhibitors of human PI5P4K alpha; P48426; PI5P4Kalpha enzyme, ADP-Glo luminescence, 60 min; active compounds read low; max response, %; 330,000 compounds, 1.2% hits; AID 652105; active = max response of -50% or lower; inconclusive = between -30% and -50%; inactive = -30% or higher; note: value at the top dose of about 77 µM; % is set by controls: 0 for no effect and ±100 for the full control effect
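Controls without substrate or without enzyme flank wells where PI5P4Kalpha converts substrate using 5 microM ATP (final). Incubation lasts 60 minutes at room temperature; ADP formed is read by ADP-Glo luminescence.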
CCT modulator = cytosolic chaperonin activity modulation; purified chaperonin ATPase assay, HTRF ADP detection, 30 min; activity change, % (test concentration not listed), hits read low; 360,000 compounds, 0.3% hits; in the data active = activity change below about -30%; note: % is set by controls: 0 for no effect and ±100 for the full control effect
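Enzyme 40 or 20 nM (batch-dependent) in Tris pH 7.4/KCl/MgCl2/DTT; cpd 76 uM single point; ATP 10 uM; 30 min 37 °C; Transcreener ADP HTRF detection, 30 min RT; ratio 665/615.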
EPAC1 antag = EPAC1 (human) antagonism. O95398. EPAC1 GEF assay, Rap1b-BODIPY-GDP exchange fluorescence. Potency, µM (highest dose often 115 µM), inactives show at the top dose activity change, negative = inhibition, hits mostly inhibitors. 360,000 compounds, 0.14% hits;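 note: potency is the fitted concentration of half-maximal effect; plate controls were vehicle for no effect and positive control for full effect; nearly all actives have a fitted effect of over 50% in size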
WRN helicase inh = blocks human WRN helicase | WRN helicase unwinding, fluorescent forked duplex, kinetic | Potency, µM (top dose mostly 114 µM), for inactives: at the top dose activity change, negative = inhibition, usual class: inhibitors | 360,000 compounds, 0.46% hits; note: potency is the fitted concentration of half-maximal effect; % is set by controls: 0 for no effect and ±100 for the full control effect; nearly all actives have a fitted effect of over 55% in size
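Primary qHTS, 1536-well format. 20 nM WRN + compound, 15 min RT; start with 100 nM forked fluorophore/quencher duplex, 2 mM ATP (final); kinetic read ex 525/em 598 nm.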
* hit, by the source's call; ? = inconclusive; · = no result given; [ ] = remark or other dose. Unless noted, calls come from the whole dose curve; as a rule, active = well fitted curve in the direction sought with a large enough effect; inconclusive = small, poorly fitted or top-dose-only effect, or another doubt; inactive = no such curve, though single readings can be large; an effect the other way counts as inactive or inconclusive. Only part of the results is shown, so the mix of outcomes need not match the whole.

SMILES	IL-2 act	EPAC2 ag	EPAC1 ag	PLK1 PBD inh	PI5P4Ka inh	CCT modulator	EPAC1 antag	WRN helicase inh
C=CCn1c(NCCc2ccccc2)nc2c1c(=O)n(C)c(=O)n2C	-0.9	-0.9%	-3.4%	-3.8%	-6.2	0.3	1.7%	4.8%
CC1Cc2ccccc2N1S(=O)(=O)c1cccc(C(=O)Nc2cccnc2)c1 (centres undefined)	-1.1	12.7%	8.7%	0.1%	0.3	1.0	-11.9%	-8.6%
O=C(CC(=O)c1cccnc1)c1ccccc1	-0.1	6.3%	0.0%	-6.7%	-2.4	-0.4	2.5%	2.5%
Cc1ccc(OC(C)C(=O)Nc2ccncc2)cc1C (centres undefined)	-0.8	10.5%	15.9%	-15.7%	0.6	1.0	4.5%	0.0%
COc1ccc2[nH]cc(/C=C(/C#N)S(=O)(=O)c3ccccc3)c2c1	0.4	20.0%	?	-6.7%	2.4	1.9	-12.3%	-19.3%
CC(=O)Nc1ccc(CN2CCN(C3CCCCC3)C(CCO)C2)cc1 (centres undefined)	-0.4	7.1%	10.0%	-4.1%	1.7	-0.2	-1.3%	-2.8%
CNc1cnc(-c2ccc(F)c(F)c2F)cn1	-0.1	6.5%	-13.7%	-4.9%	4.7	-6.5	-14.5%	-6.7%
COC(=O)N/N=C/c1ccc(-c2cccc(Cl)c2)o1	-2.3	4.1%	-8.5%	-14.0%	3.2	-3.9	?	-4.4%
O=C(COC(=O)c1ccco1)NC(c1ccccc1)c1ccccc1	3.1	2.4%	-6.4%	-2.7%	5.5	-0.8	-2.9%	10.3%
O=c1cc(N2CCc3ccccc32)[nH]c(=O)n1Cc1ccc(F)cc1	-0.9	8.6%	2.5%	-10.3%	·	-1.6	-1.2%	-0.5%
COC(=O)c1cccc(NC2CC(=O)N(c3ccc(OC)c(OC)c3)C2=O)c1 (centres undefined)	1.9	10.5%	16.0%	-11.9%	·	-1.1	-1.9%	4.0%
O=C(c1ccc(=O)n(Cc2ccc(Cl)c(Cl)c2)c1)N1CCOCC1	-1.2	4.5%	-2.6%	-5.4%	0.6	0.5	10.7%	0.2%
Cc1ccc(S(=O)(=O)n2c(C)nc3ccccc32)cc1	0.8	18.4%	18.6%	-12.4%	-0.3	-1.6	-17.9%	0.4%
Cc1ccccc1-n1ncc(C(C)NC(=O)c2ccco2)c1C (centres undefined)	0.2	-0.8%	-2.0%	-2.3%	5.5	0.0	11.2%	8.1%
Cc1cccc(NC(=S)NC2CC3CCCC(C2)N3Cc2cccs2)c1C (centres undefined)	-0.5	11.1%	4.9%	-1.7%	·	-0.6	-11.8%	-14.9%
Cn1nc(C(F)(F)F)c(-c2ccc(Br)cc2)c1NC(=O)CSCC(=O)O	0.1	-4.2%	-7.6%	-14.6%	2.8	-0.8	?	-16.8%
Cc1ncc([N+](=O)[O-])n1CC(O)CCl (centres undefined)	1.2	10.8%	-6.9%	-14.3%	-1.2	-0.8	-1.8%	6.5%
Cc1nc(-c2c(C(F)(F)F)noc2-c2ccc(O)cc2O)cs1	-2.4	-4.4%	4.0%	-7.6%	·	0.0	4.4%	-6.5%
CCCc1nc2c(s1)CCc1onc(-c3ccc(Cl)cc3)c1-2	-3.1	3.5%	-3.8%	-10.3%	21.6	-2.2	-12.3%	-5.9%
Cc1nc(N)ncc1C(=O)Nc1ccccc1	3.9	-1.1%	-4.8%	6.8%	-5.4	1.4	-6.8%	5.2%
COC(=O)c1ccc(C(c2c(N)n(CC(C)C)c(=O)[nH]c2=O)N2CCN(c3ccccc3)CC2)cc1 (centres undefined)	-0.2	-1.6%	3.8%	1.2%	·	2.1	7.1%	2.4%
Cc1cc(/C=C2\Cc3ccccc3C2=O)c(C)n1-c1ccccc1	-3.6	16.7%	14.1%	-20.1%	-25.2	-0.5	-3.2%	-8.1%
O=C(CCOc1ccccc1)Nc1ccc(Br)cc1	-0.8	-8.3%	-7.3%	9.5%	0.6	3.1	-5.6%	-4.8%
Cc1ccc(/C=C/C(=O)NCc2ccccn2)o1	-0.4	-3.5%	-0.7%	?	-63.6*	-0.9	-13.5%	50.1µM*
Cc1c(Cl)cccc1NC(=O)CCN1CCCC(C)C1 (centres undefined)	1.0	2.8%	-1.9%	-2.7%	·	-0.8	16.7%	6.4%
CC(=O)c1cccc(NC(=O)NC(C)c2ccncc2)c1 (centres undefined)	-3.3	9.5%	2.0%	-3.8%	·	1.1	-5.5%	-13.6%
O=C(CN1CCN(c2ccc(F)cc2)CC1)Nc1ccccc1	0.1	-4.6%	1.6%	0.2%	-3.4	0.6	11.6%	4.9%
O=C(Cn1cc(S(=O)(=O)N2CCCC2)c(S(=O)(=O)N2CCCC2)c1)NCc1ccco1	-4.3	-4.5%	2.0%	-3.9%	-0.8	-0.4	-1.6%	-5.5%
O=C(NCc1ccccc1)C1=C[C@H](c2ccc3c(c2)OCO3)C[C@H](OCc2ccc(CO)cc2)O1	-0.3	11.3%	-2.6%	-14.2%	-26.7	-1.8	?	-7.8%
COc1ccc(-n2nc(C(=O)NCC(=O)N3CCN(c4ccccc4F)CC3)c3ccccc3c2=O)cc1	0.0	9.5%	3.2%	-17.4%	2.2	-0.7	-6.0%	4.2%
Cc1nnc(SCC(=O)NCc2ccco2)n1-c1ccccc1	-0.2	10.2%	7.8%	-4.8%	0.5	-3.1	-16.5%	-2.9%
COc1ccc(N2CCN(C(=O)CCNS(=O)(=O)c3ccc(C)cc3)CC2)cc1	-2.1	0.8%	-1.8%	-0.5%	-9.8	3.4	5.2%	-32.5%
COc1ccccc1-n1nnnc1SCC(=O)Nc1ccccn1	0.0	-7.2%	-4.1%	-6.1%	·	0.5	2.4%	11.8%
COc1ccc(-c2ncncc2-c2ccccc2)c(O)c1	-2.6	7.8%	8.7%	3.7%	-10.0	-1.3	3.5%	-1.0%
CCCC(=O)N1CCN(c2nc(CC(C)C)c3c(c2C#N)CCC3)CC1	-0.8	11.0%	-5.5%	-6.6%	-1.6	-4.8	-21.6%	-14.8%
O=C1c2ccccc2C(c2nnnn2C2CCCCC2)N1CCc1ccc(O)cc1 (centres undefined)	1.6	12.6%	5.3%	-3.9%	0.2	0.7	-1.8%	-1.6%
N#C/C(=C\c1cc(O)c(O)c(O)c1)C(N)=O	0.8	3.6%	-2.1%	-4.5%	-76.5*	0.3	?	-30.3%
CCN(CC)C(=O)c1[nH]cnc1C(=O)N[C@@H](CC(C)C)C(=O)OCc1ccccc1	-0.2	-3.0%	-4.5%	-8.5%	-6.2	-2.1	-11.0%	6.6%
N#Cc1c(C(F)(F)F)cc(-c2ccco2)nc1SCc1ccccn1	3.6	3.3%	8.1%	-5.0%	·	-3.4	2.2%	-6.2%[57.1 µM]
CCc1c(-c2ccc(Br)cc2)ncn1Cc1cccc(-c2ccccc2)c1	-1.0	5.6%	3.2%	-13.4%	0.1	·	-7.3%	-13.1%
O=C1CCC(C(=O)N2CCN(c3ccccc3Cl)CC2)CN1CC1CCCCC1 (centres undefined)	-3.5	7.5%	-2.3%	-14.3%	-0.3	-1.6	-3.3%	-2.2%
C/C=C/C(=O)OCc1csc(CC(=O)Nc2ccccc2C)n1	-0.9	2.4%	-5.9%	-8.3%	-7.8	-7.1	-10.3%	-2.7%
O=S(=O)(Cc1ccccc1)N1CCCCC1	0.3	4.5%	-12.4%	?	-16.7	-6.3	-15.3%	-0.7%
CC(=O)NC1=NN(C(C)=O)C(c2cccs2)S1 (centres undefined)	-1.6	4.2%	0.6%	-15.5%	0.1	-1.4	1.7%	-0.8%
Cc1cccc(C)c1NC(=O)COn1nnc2ccc(C(F)(F)F)cc21	1.3	0.6%	-2.5%	2.1%	11.2	0.5	7.2%	1.0%
COc1ccc(CCN2CCCC(CN(C)Cc3cc(OC)ccc3OC)C2)cc1 (centres undefined)	0.2	-4.7%	-2.1%	-2.4%	-1.4	1.5	7.3%	0.7%
CCc1ccc(OCC(=O)Nc2nnc(-c3ccco3)s2)cc1	1.4	4.2%	9.3%	-21.8%	-6.6	1.1	11.8%	-6.2%
O=C(CSc1ccc2ccccc2c1)Nc1nc2ccccc2[nH]1	-0.5	0.4%	3.0%	-21.2%	-9.8	-1.0	-7.6%	-2.5%
COC(=O)C[C@H]1CC[C@@H](NC(=O)Nc2c(C)noc2C)[C@@H](CO)O1	-0.1	2.5%	1.3%	1.6%	-3.4	·	-8.1%	0.8%
O=C(NCCc1c[nH]c2ccccc12)C(=O)NCC1OCCCN1S(=O)(=O)c1ccc(F)cc1 (centres undefined)	2.6	7.7%	-2.6%	2.2%	-13.8	-1.6	2.0%	-21.9%

Reformatted with two lines to a compound: part of the list above
Each structure is followed by: IL-2 act	EPAC2 ag	EPAC1 ag	PLK1 PBD inh	PI5P4Ka inh	CCT modulator	EPAC1 antag	WRN helicase inh
O=C1CCC(C(=O)N2CCN(c3ccccc3Cl)CC2)CN1CC1CCCCC1 (centres undefined)
    -3.5	7.5%	-2.3%	-14.3%	-0.3	-1.6	-3.3%	-2.2%
C/C=C/C(=O)OCc1csc(CC(=O)Nc2ccccc2C)n1
    -0.9	2.4%	-5.9%	-8.3%	-7.8	-7.1	-10.3%	-2.7%
O=S(=O)(Cc1ccccc1)N1CCCCC1
    0.3	4.5%	-12.4%	?	-16.7	-6.3	-15.3%	-0.7%
CC(=O)NC1=NN(C(C)=O)C(c2cccs2)S1 (centres undefined)
    -1.6	4.2%	0.6%	-15.5%	0.1	-1.4	1.7%	-0.8%
Cc1cccc(C)c1NC(=O)COn1nnc2ccc(C(F)(F)F)cc21
    1.3	0.6%	-2.5%	2.1%	11.2	0.5	7.2%	1.0%
COc1ccc(CCN2CCCC(CN(C)Cc3cc(OC)ccc3OC)C2)cc1 (centres undefined)
    0.2	-4.7%	-2.1%	-2.4%	-1.4	1.5	7.3%	0.7%
